Source: PubChem BioAssay
AID2073: disruptors of CaV2.2 binding to Mint1 – biochemical, HTRF (AID 2073); HTRF protein-protein interaction, Mint1-CaV2.2; higher % means a stronger effect; actives 0.19% (n = 290,000); inhibition, % at 20 µM, or IC50 in µM where a hit was titrated; in the data active means inhibition mostly above about 51%, no sharp cut-off; further: some results filed as inactive read as strong as hits
NS5 inhibitors: flavivirus cap methylation enzyme inhibition – biochemical, confirmation dose response, primary screen (AID 588689); Dengue-2 NS5 methyltransferase capping enzyme assay, biochemical; higher % means a stronger effect; actives 0.3% (n = 340,000); inhibition, % at 25 µM, or IC50 in µM where a hit was titrated; in the data active means a potency from the dose series
West Nile virus CPE: West Nile virus antiviral activity, cell-based, CPE readout (AID 1621). actives 0.02% (n = 290,000). West Nile virus-infected cells, CPE inhibition; higher % means a stronger effect. CPE inhibition, % at 10 µM, or IC50 in µM where a hit was titrated; in the data active means a potency from the dose series; further: strong numbers were not always called active
Yfh1-off respiration: enhancers of respiration in Yfh1-depleted yeast, dose response, Friedreich's ataxia, plus single-dose screen (AID 1465); S. cerevisiae Yfh1-off respiration, WST-1 reduction, 72 h; higher fold induction means a stronger effect; fold induction at 50 µM; hits with a dose series show EC50 in µM; actives 0.074% (n = 220,000);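 active means fold induction of absorbance versus untreated yeast above a set limit, then at least 30% activation at any dose in follow-up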;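 further: activators that raise dye reduction in frataxin-depleted yeast; strong numbers were not always called active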
NOD1 inhibition: NOD1 signaling inhibitors, primary screen, cell-based, luminescence, uHTS (AID 1578). NOD1-driven NF-kB luciferase reporter cells, luminescence; higher % means a stronger effect. inhibition, % at 4 µM, or EC50 in µM where a hit was titrated. actives 1% (n = 290,000); in the data active means inhibition mostly above about 36%, no sharp cut-off; inactive means mostly below about 34%;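 further: HEK-293T reporter cells stimulated with the NOD1 agonist gamma-tri-DAP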
KOR beta-arrestin-1: KOR antagonists, beta-arrestin recruitment, cell-based, luminescence, uHTS (AID 1778). KOR beta-arrestin recruitment, luminescence, antagonist mode; higher % means a stronger effect. inhibition, % at 10 µM, or IC50 in µM where a hit was titrated. actives 0.091% (n = 290,000); further: strong numbers were not always called active
HIV peptide binding: cell-free HIV fusion peptide-binding blockers – biochemical, uHTS, fluorescence dequenching, primary screen (AID 1986) | actives 0.3% (n = 290,000) | inhibition, % at 20 µM, or IC50 in µM where a hit was titrated | cell-free peptide binding, fluorescence dequenching, 30 min; higher % means a stronger effect; in the data active means inhibition mostly above about 52%, no sharp cut-off; inactive means mostly below about 76%; further: some results filed as inactive read as strong as hits
KOR beta-arrestin-2: kappa opioid receptor activators – cell-based, luminescence, uHTS, primary screen (AID 1777); KOR beta-arrestin recruitment, luminescence; higher % means a stronger effect; activation, % at 10 µM, or EC50 in µM where a hit was titrated; actives 0.02% (n = 280,000); in the data active means activation above about 50%, passing the limit was not always enough; further: a part of the inactive calls stands beside numbers as strong as those of hits
NOD2 inhibition: inhibition of NOD2-driven NF-kB reporter – cell-based, luminescence, uHTS, HEK293 (AID 1566); HEK293 NOD2/NF-kB luciferase reporter, luminescence; higher % means a stronger effect; inhibition, % at 4 µM; hits with a dose series show EC50 in µM; actives 0.63% (n = 290,000); further: many of its hits are not listed in these tables
NS5 inhibitors pilot replicate: second read-out of NS5 inhibitors, no call of its own (marks repeat the call); inhibition, %; measured here: pilot screen replicate inhibition
* = called active by the depositor; i = inactive; x = no result given; [ ] = remark or other dose. Unless noted, no stated cut-off is given here; in the data, active means inhibition above about 50%; inactive means the rest.

SMILES | AID2073 | NS5 inhibitors | West Nile virus CPE | Yfh1-off respiration | NOD1 inhibition | KOR beta-arrestin-1 | HIV peptide binding | KOR beta-arrestin-2 | NOD2 inhibition | others
COc1ccc(-c2c(C)oc3c(CN4CCN(CCO)CC4)c(O)ccc3c2=O)cc1OC | 15.0% | 8.4% | x | x | -17.4% | -1.1% | 1.5% | 0.5% | 10.9%
COc1ccc(C(=O)N2CCN=C2SC)cc1OC | 4.4% | -2.4% | 0.0% | i | -3.6% | 12.8% | -1.3% | -2.8% | 14.4%
Cc1cccc(OCC(=O)Nc2ccc(N3CCN(C(=O)c4ccco4)CC3)cc2)c1 | 15.5% | -4.2% | -0.9% | i | 42.9% | -1.5% | -3.0% | 1.8% | 26.3%
CC1(CCc2ccccc2)NC(=O)N(CC(=O)Nc2ccc3c(c2)OCCO3)C1=O (configuration not stated) | 4.5% | -11.1% | -1.1% | i | -16.0% | 1.5% | 0.5% | -9.8% | 4.4%
CCOC(=O)CSC1=C(C#N)C(c2sccc2C)CC(=O)N1 (configuration not stated) | -2.0% | -2.4% | 0.5% | i | 23.6% | -1.3% | -0.1% | -0.4% | -24.2%
Cc1[nH]n(C(C)(C)C)c(=O)c1Sc1ccc(Cl)cc1 | 14.9% | -2.0% | -0.6% | i | -2.4% | -22.2% | 1.7% | 1.9% | 14.7%
O=C(COC(=O)C1CCCCC1)NCCc1ccccc1 | 0.6% | 0.0% | 1.4% | i | -22.3% | 19.6% | -1.9% | -0.2% | -7.4%
Cc1ccc(-c2noc(-c3ccccc3C(=O)NCc3ccco3)n2)cc1 | -4.6% | -3.9% | -0.5% | i | 3.3% | -4.4% | -0.5% | 2.4% | -14.8%
O=C(NC1CCN(C(=S)Nc2ccc(Cl)cc2)CC1)c1ccco1 | -22.6% | -4.1% | -0.3% | x | -26.6% | 18.0% | -0.6% | 3.6% | -6.9%
CC(C)NC(=S)Nc1ccc2[nH]c(=O)[nH]c2c1 | 10.3% | -1.5% | 0.1% | i | -36.1% | -22.6% | 0.2% | 3.4% | 18.8%

As a short view, part of the list above.
SMILES | AID2073 | NS5 inhibitors | West Nile virus CPE | Yfh1-off respiration | NOD1 inhibition | KOR beta-arrestin-1 | HIV peptide binding | KOR beta-arrestin-2 | NOD2 inhibition | others
COc1ccc(-c2c(C)oc3c(CN4CCN(CCO)CC4)c(O)ccc3c2=O)cc1OC | 15.0% | 8.4% | x | x | -17.4% | -1.1% | 1.5% | 0.5% | 10.9%
COc1ccc(C(=O)N2CCN=C2SC)cc1OC | 4.4% | -2.4% | 0.0% | i | -3.6% | 12.8% | -1.3% | -2.8% | 14.4%
Cc1cccc(OCC(=O)Nc2ccc(N3CCN(C(=O)c4ccco4)CC3)cc2)c1 | 15.5% | -4.2% | -0.9% | i | 42.9% | -1.5% | -3.0% | 1.8% | 26.3%
CC1(CCc2ccccc2)NC(=O)N(CC(=O)Nc2ccc3c(c2)OCCO3)C1=O (configuration not stated) | 4.5% | -11.1% | -1.1% | i | -16.0% | 1.5% | 0.5% | -9.8% | 4.4%

More compounds:
SMILES | AID2073 | NS5 inhibitors | West Nile virus CPE | Yfh1-off respiration | NOD1 inhibition | KOR beta-arrestin-1 | HIV peptide binding | KOR beta-arrestin-2 | NOD2 inhibition | others
C/C(=N/NC(=O)CN1CCN(S(=O)(=O)c2ccc(Br)cc2)CC1)c1ccco1 | -1.0% | 0.0% | x | x | -1.1% | 2.2% | -2.4% | 2.5% | 7.9%
CC(C)NC(=O)NC(=O)COC(=O)/C=C/c1ccc2c(c1)OCO2 | 3.1% | -4.6% | 0.3% | i | -2.1% | 34.4% | -1.0% | -4.3% | 19.6%
O=C(CN(C(=O)c1csnn1)c1cccc(Cl)c1)NCCc1ccccc1 | -0.8% | -5.8% | -0.8% | x | -26.5% | -14.4% | -0.6% | 3.5% | 9.6%
COc1ccccc1NC(=S)Nc1ccccc1F | -8.8% | 5.9% | -0.1% | i | -3.0% | -9.7% | -0.7% | -2.2% | 3.8%
COCCNC(=O)C1CC2Cn3c(nc4cc(Cl)c(Cl)cc43)C2N1C (configuration not stated) | 2.8% | 0.8% | -0.4% | i | -1.6% | -1.5% | -0.9% | -3.0% | -7.4%
CCOc1cc(C)ccc1OCc1nnc(SCC(=O)c2cccc([N+](=O)[O-])c2)n1C | -12.8% | 2.8% | 0.4% | i | 0.7% | 8.8% | -2.4% | 0.4% | 5.3%
CCCCNC(=O)O[C@H]1C[C@@H]2CCN3C(=O)CCC(C)(C)[C@H](C1)[C@H]23 | -3.1% | -2.0% | -0.5% | x | -16.7% | -30.0%[20 µM] | -0.3% | 0.2% | -9.3%
C/C=C(\C)CN1CCC(n2nccc2NC(=O)CCc2ccccc2)CC1 | 6.1% | -2.6% | -0.5% | x | -20.6% | -5.6% | -0.1% | 6.3% | 2.1%
NC(=O)C1(N2CCCCC2)CCN(C(=O)c2ccc(-n3cnnn3)cc2)CC1 | 53.0% | -4.0% | 0.0% | i | -2.4% | -16.4% | 2.0% | 0.0% | -9.4%
CC(=O)c1ccc(OCc2cc(C(=O)N3CCN4CCCC4C3)no2)cc1 (configuration not stated) | -0.3% | -3.9% | -0.6% | x | -27.4% | 5.0% | -0.8% | 0.2% | 10.6%
COc1cccc(C(C(=O)NCC2CCCO2)N(CC2CCCO2)C(=O)CN2C(=O)c3ccccc3S2(=O)=O)c1 (configuration not stated) | 0.7% | -6.2% | 0.4% | i | -15.8% | -31.8% | -0.2% | -1.7% | 1.8%
Cn1c(CN2CCCC2)nc2cc(NC(=O)COc3ccc([N+](=O)[O-])cc3)ccc21 | 26.7% | 5.2% | 0.3% | i | -20.4% | 39.7% | -1.9% | -1.7% | 22.4%
CCOc1ccc(Cl)cc1/C=N/NC(=O)CNC(=O)c1ccccc1 | 17.8% | -0.6% | -0.6% | i | -8.3% | 24.4% | -2.9% | 3.0% | 11.9%
CC1CCCCN1S(=O)(=O)c1ccc(NC(=O)c2ccco2)cc1 (configuration not stated) | 1.9% | -9.5% | 0.3% | i | -6.5% | -17.1% | -1.6% | 5.1% | 13.6% | NS5 inhibitors pilot replicate=-8.4
CNC(=O)CSc1nnc(C(C)C)n1C | -0.5% | -6.3% | 1.0% | i | -32.5% | -34.3%[20 µM] | -0.9% | -5.8% | -4.3%
Cc1ccc2nc(SCC(=O)NCc3ccco3)c(C)cc2c1 | 14.4% | -9.1% | 0.2% | i | 17.6% | -17.6%[20 µM] | 1.1% | x | -0.6%
c1ccc(-c2nc3nc4ccccc4nc3n2Cc2ccco2)cc1 | 3.2% | 0.8% | 0.4% | i | -46.6% | -7.5% | 0.4% | -0.8% | -46.4%
O=C(Cn1ccc2ccccc2c1=O)NCCC(=O)N1CCN(c2cccc(Cl)c2)CC1 | -1.5% | -6.6% | -0.9% | i | -17.3% | -11.1% | 0.9% | 5.5% | -5.8%
Cc1nnc(NN2CCOCC2)[nH]c1=O | 6.0% | x | 0.1% | i | -22.9% | 19.0% | -0.1% | -0.8% | 0.6%
Cc1c(-c2ccccc2)nc2ccccc2c1C(=O)OCC(=O)Nc1ncc(C(F)(F)F)cc1Cl | 22.4% | 0.0% | -0.1% | i | 4.2% | -2.0% | 5.0% | -0.5% | 18.2%
COC(=O)c1c(N2C(=O)CC(Sc3ccccc3C(=O)O)C2=O)sc2c1CCCC2 (configuration not stated) | 5.4% | -0.7% | -0.1% | i | -24.8% | 8.7% | 6.1% | 8.4% | 8.8%
CCOC(=O)c1cc2c(=O)n3ccccc3nc2n(C(C)C)c1=NC(=O)c1c(-c2c(F)cccc2Cl)noc1C | 33.0% | 5.1% | 0.7% | i | -35.7% | 18.3% | 12.4% | -1.3% | -26.2%
COc1ccc(/C=C2\SC(=S)N(CCC(=O)NCCCN3CCOCC3)C2=O)cc1 | -10.7% | -0.8% | -0.1% | x | 17.4% | 0.1% | 0.6% | -4.2% | 5.6%
CCOC(=O)C1=C2NC(=O)c3ccccc3N2C(=O)C1 | 8.3% | 11.1% | -1.0% | i | -7.0% | -11.2% | 11.8% | 2.2% | 13.3%
Cc1ncc([N+](=O)[O-])n1CC(=O)Nc1cccc(C(F)(F)F)c1 | -0.8% | -5.4% | -0.4% | x | -14.4% | 9.0% | 0.3% | 4.1% | 7.4%
Cc1cc2c(=O)n(NC(N)=O)c(C)nc2s1 | -11.5% | -10.4% | 0.1% | i | 18.2% | 11.9% | 8.7% | 3.7% | 15.2%
O=C(O)c1[nH]c2ccc(Cl)cc2c1CC(=O)N1CCN(C(=O)c2ccco2)CC1 | 2.7% | 6.8% | 0.1% | i | -17.3% | 2.6% | 35.8% | -2.0% | -14.5%
C=CCOc1ccc2nc(NC(=O)OC)[nH]c2c1 | -1.0% | -2.0% | 3.2% | i | -23.1% | -11.7% | 2.7% | 5.7% | -33.9% | NS5 inhibitors pilot replicate=2.4
CC(C)NC(=O)c1cccc(Cn2cc(Cl)cn2)c1 | -6.9% | 0.7% | -0.2% | i | -6.9% | -17.9% | -1.3% | 3.2% | 1.9% | NS5 inhibitors pilot replicate=1.2
COC(=O)CCCCCCCCC(=O)Nc1nc2ccccc2s1 | 0.3% | -2.5% | 0.6% | i | 1.3% | -24.7% | -0.8% | -1.8% | 3.2%
CCN(CC)c1nc2n(c(=O)n1)CCO2 | 0.5% | 1.6% | -0.1% | i | -14.3% | 1.7% | -2.1% | 5.1% | 1.5%
Cc1c(C(=O)NCc2ccccc2)c(-c2ccccc2)nn1-c1ccccc1 | -5.9% | -7.3% | -0.4% | i | 4.5% | 7.5% | -1.5% | -4.7% | 13.3%
O=C1c2ccccc2C(Nc2ccc(F)c(Cl)c2)N1c1ccccn1 (configuration not stated) | -1.4% | -0.7% | 0.2% | i | 2.1% | -6.2% | 0.2% | -1.0% | 16.3%
COC(=O)c1ccc(CSc2nc(N3CCOCC3)c3c(c2C#N)CC(C)(C)OC3)o1 | 61.1% | -3.7% | -0.5% | i | -7.8% | -12.6% | 25.1% | -13.0% | 10.7%
CC(=O)Nc1ccc2c(c1)nc(C)n2-c1ccccc1 | 5.1% | -5.4% | 0.0% | x | 4.6% | 14.9% | -1.5% | 4.5% | 19.1%
N/C(=N\OC(=O)c1ccccc1)c1ccncc1 | 2.4% | x | 0.3% | i | -45.2% | -21.2% | -0.3% | 3.6% | -28.2%
CC(C)(C)c1ccc(OCC(=O)N2CCN(c3ncccn3)CC2)cc1 | 8.7% | -5.8% | -0.5% | x | -9.7% | 4.0% | 0.7% | 7.0% | 14.4%
O=C(NC1CCN(S(=O)(=O)c2ccccc2C(F)(F)F)CC1)c1ccco1 | 6.2% | 0.8% | -0.8% | x | 31.1% | -14.7% | 0.6% | 0.5% | -29.8%
CCOC(=O)CN1CC23C=CC(O2)C(C(=O)NCc2cccs2)C3C1=O (configuration not stated) | -3.4% | -0.7% | 0.6% | i | -7.1% | -45.6% | 0.9% | -0.6% | 21.7%
O=C(NCc1cccnc1)c1cnc2n(c1=O)CCS2 | 11.4% | 1.6% | 0.6% | i | -12.2% | -46.2% | -1.8% | 3.0% | 13.2%
N=C(c1cccc([N+](=O)[O-])c1)N1CCCCCC1 | 13.6% | -2.3% | 0.6% | i | -24.5% | -13.7% | 1.1% | 0.5% | 0.4%
O=S(=O)(c1ccccc1OC(F)(F)F)N1CCN(c2ccnc3cc(Cl)ccc23)CC1 | 14.4% | -5.2% | -0.9% | x | -13.2% | -4.2% | -0.4% | 1.3% | 1.9%

Only part of the results is shown; count on the stated rates, not on these rows.
